Screens (PubChem BioAssay)
RMI FANCM FP = inhibitors of human RMI core complex binding to FANCM MM2; Fluorescence polarization, RMI core complex with F-MM2 peptide; active compounds read low; FP signal (polarization) at 33 µM; actives 0.58% (n = 70,000); in the data active means FP signal below about 40; further: inactives centre near 61; strong numbers were not always called active; unit not given here
* = called active by the depositor; & = joins results of further samples. These rows are one share of the data; the hit share may differ from the screen's.

SMILES	RMI FANCM FP
COc1ccc(CCS(=O)(=O)Nc2ccc3c(c2)CCC(=O)N3C)cc1	65
CCCCOc1ccc(C(=O)Nc2ccc3c(c2)CN(S(=O)(=O)c2ccc(C)cc2)CC3)cc1	82
Cc1ccc(-n2nnc(C(=O)OCc3ccccc3C)c2C)cc1F	67
O=C(NCc1ccc2c(c1)OCO2)C1CCCN(c2cnc3ccccc3n2)C1 (stereo unspecified)	71
CCc1nn(C)c(N)c1-c1ccc(F)cc1	64
COC(=O)c1ccccc1-c1ccc(/C=C(\C#N)c2nc(-c3ccco3)cs2)o1	-43
CC(C)c1ccc(NCC(O)COc2ccc(Cl)c(Cl)c2)cc1 (stereo unspecified)	54
CCc1ccccc1NC(=O)N1CCN(c2ccc3nncn3n2)CC1	69
CC(=O)Nc1ccc(C(=O)NCCNC(=O)Cc2ccc(F)cc2)cc1	69
Cn1cccc1C(CNC(=O)Cc1cccs1)N1CCc2ccccc2C1 (stereo unspecified)	64
NC(=O)c1ccc(NC(=O)C2CCCN(c3ccc(-c4ccc(F)cc4)nn3)C2)cc1 (stereo unspecified)	118
COc1cc(CSc2nc(=O)n3cccc(C)c3n2)cc(OC)c1	69
O=C(Nc1ccc([N+](=O)[O-])cc1-c1nc2ccccc2[nH]c1=O)C(F)(F)F	66
O=C(CSc1n[nH]c(=O)n1-c1ccccc1)c1ccc2c(c1)OCCO2	49
CN(C)C(=O)Oc1ccc[n+](C)c1	50&57&63
CS(=O)(=O)N1CCCC1C(=O)Nc1nc2c(F)cc(F)cc2s1 (stereo unspecified)	66
O=C(Nc1ccc(Cl)cc1)Nc1nc(CC(=O)N2CCOCC2)cs1	57
CC(C)c1nnc(C2CCN(C(=O)c3ccccc3C(F)(F)F)CC2)o1	61
O=C(NCCn1ncc2c(=O)n(Cc3cccc(F)c3)cnc21)C1CC1	68
C[C@H]1CC2C([C@@H](O)CC3(C)C2CC[C@]3(O)C(=O)COC(=O)CCC(=O)O)C2(C)C=CC(=O)C=C12 (stereo partly specified)	57
Cc1ccc(CNC(=O)CCc2nc3sc4c(c3c(=O)[nH]2)CCC(C(C)(C)C)C4)o1 (stereo unspecified)	79
COC(=O)c1ccc2c(=O)n(CCCC(=O)NCc3ccc(F)cc3)c(=S)[nH]c2c1	67
Oc1ccc2nc(N3CCN(c4ccccc4)CC3)sc2c1	65
CC(C)N1CCC(CNS(=O)(=O)Cc2ccc(Cl)cc2)CC1	72
COc1ccc(NC(=O)Cn2cnc3c([nH]c4cc(OC)c(OC)cc43)c2=O)c(OC)c1	69
Cc1ncc(CN2CCSCC2)c(CO)c1O	61
CN1C(=O)C(C)(C)COc2ccc(NC(=O)c3ccc4c(c3)OCO4)cc21	70
COC(=O)c1sc(S(=O)(=O)N2CCCC2)c(C(=O)OC)c1C	62
O=c1nc(SCc2cccc([N+](=O)[O-])c2)nc2ccc(Cl)cn12	53
NS(=O)(=O)c1cc(Cl)c(Cl)c(S(N)(=O)=O)c1	58
O=C(Nc1cccc(F)c1)Nc1nccn(-c2cccc(Cl)c2)c1=O	67
CCOc1cc(S(=O)(=O)NCCC2=CCCCC2)ccc1F	63
Cc1ccc(-c2ccc(=O)n(CCCC(=O)Nc3ccccc3C(N)=O)n2)cc1	63
COc1ccc(C(=O)Nc2ccc3c(c2)C(=O)N(C)CCO3)c(OC)c1	66
Nc1nc(SCc2ccc([N+](=O)[O-])cc2)c2ncn([C@@H]3O[C@H](CO)[C@H](O)C3O)c2n1 (stereo partly specified)	63
O=S(=O)(NCc1ccsc1)c1cc(F)ccc1F	68
COc1ccc(-c2cc3c(SCC(=O)NCc4ccccc4OC)nccn3n2)cc1	92
COc1ccccc1Oc1ccc([N+](=O)[O-])c(Oc2ccccc2OC)c1C#N	53
O=C(Cc1ccc(Cl)cc1)Nc1ccc2c(c1)N(C(=O)c1ccco1)CC2	90
CS(=O)(=O)c1ccc(-c2ccc(NS(=O)(=O)c3cccnc3)cc2)nn1	71
COc1ccc(S(=O)(=O)N2CCCC2CNC(=O)c2c(F)cccc2F)cc1 (stereo unspecified)	55
CC(=O)NCCn1ncc2c(=O)n(Cc3ccccc3C)cnc21	67
O=S(=O)(NCC1COC2(CCCCC2)O1)c1ccc2c(c1)CCCC2 (stereo unspecified)	51
CCCn1cc(SCC(=O)Nc2cccc(OC)c2)c2ccccc21	74
COc1ccccc1NC(=O)NCC(c1ccsc1)N1CCCCCC1 (stereo unspecified)	68
N[C@H](C(=O)O)[C@@H]1CC(Cl)=NO1	51
CCCCc1ccc(S(=O)(=O)c2cnc(SCC(=O)Nc3ccc(Cl)cc3)[nH]c2=O)cc1	61
Cc1cc(SCC(=O)NC23CC4CC(CC(C4)C2)C3)nc2ccccc12	60
O=c1cc(NCc2ccccc2)[nH]nc1-c1ccccc1	60&56
Cc1nn(C2CCS(=O)(=O)C2)c2nc(-c3ccccc3)cc(C(=O)NC3CCCCC3)c12 (stereo unspecified)	125
Cc1cc(C(=O)NCc2ccc(N3CCOCC3)cc2)nn1C	55
O=c1c2ccccc2[nH]c2ccc(I)cc12	52
O=C(CSc1nc2[nH]ncc2c(=O)n1-c1ccccc1)Nc1cccc(C(F)(F)F)c1	74
COc1ccc(Cn2c(=O)sc3ccccc32)cc1	61
CC1CCC2C(=O)N(c3ccc(Cl)cc3)C(=O)C2C1 (stereo unspecified)	54
N#Cc1cn(-c2ccccc2Cl)c(=O)n(Cc2ccc(Cl)cc2)c1=O	60
O=C(NC1CCCC1)c1cccc(-n2cnnn2)c1	64
O=C(Nc1ccccc1)c1csc2ccc(Cl)cc12	46
CSc1ccccc1NC(=O)CCn1c(=O)oc2ccccc21	64
CC(=O)C1CCC2C3CC=C4CC(OS(=O)(=O)O)CC[C@]4(C)C3CC[C@]12C (stereo partly specified)	59
Carrying on:
SMILES	RMI FANCM FP
CCOc1ccccc1-n1nnc(C(=O)OCc2cc(C)ccc2C)c1C	67
Cc1ccc2oc(C(=O)NCc3cccs3)cc2n1	64
CCc1ccc(-c2cc3c(=O)n(Cc4nc(-c5ccc6c(c5)OCO6)no4)ccn3n2)cc1	89
O=C(Nc1ccc2c(c1)C(=O)NCCO2)c1cccc(C(F)(F)F)c1	62
Cc1ccc(Cl)cc1S(=O)(=O)N1CCN(C(c2ccccc2)c2ccccc2)CC1	62
CN1CCN(c2ccc(CNS(=O)(=O)c3cccc4nonc34)cc2)CC1	57
COc1ccccc1N1CCN(C(=O)Cn2cnc3c([nH]c4ccc(C)cc43)c2=O)CC1	78
Brc1ccc(CSc2ccc(-c3ccncc3)nn2)cc1	64
Nc1nc(N2CCN(c3ccccn3)CC2)nc2ccccc12	65
O=C(CCOc1ccc(F)cc1)N1CCSCC1	56
CCCCOc1ccccc1NC(=O)CC1Sc2ccc(C(F)(F)F)cc2NC1=O (stereo unspecified)	60
CCOC(=O)c1c(-c2ccc(C)c(C)c2)csc1NC(=O)CN1CCC(C)CC1	73
O=S(=O)(CCc1ccccc1)NCC1CCN(Cc2ccco2)CC1	71
CSc1n[nH]c(-c2ccc(C(C)(C)C)cc2)n1	53
Cn1c(SCC(=O)N2CCOCC2)nnc1-c1ccc(=O)n(C)c1	65
CCOC(=O)c1ccc2c(c1)sc(=NC(=O)c1ccn(CC)n1)n2CCSC	64
CCNC(=O)C1OC(n2cnc3c(NCc4ccccc4)ncnc32)C(O)C1O (stereo unspecified)	60
CN1C2CCC1CC(NC(=O)CSc1ccc(F)cc1F)C2 (stereo unspecified)	56
Cn1c(SCc2ccccc2Cl)nnc1-c1c[nH]c2ccccc12	60
O=C(CC(NCc1ccco1)C(=O)O)NN(c1ccccc1)c1ccccc1 (stereo unspecified)	57
COc1ccc(S(=O)(=O)Nc2ccc3c(c2)CCC(=O)N3C)cc1F	66
CC(c1ccccc1)n1c(=O)[nH]c2ccccc21 (stereo unspecified)	60
Cc1ccc(Cl)cc1S(=O)(=O)Nc1ccc2c(c1)N(C(=O)C1CCCC1)CC2	68
CSc1sc(NC(=O)Nc2ccc(Cl)cc2)cc1S(=O)(=O)C(C)C	54
O=C(NCCCN1CCN(c2ccccc2)CC1)c1ccc(Br)o1	64
COc1ccc(-c2cc(=O)[nH]c(SCc3nc(-c4cccc(OC)c4OC)oc3C)n2)cc1	63
COc1ccc2sc(N(CCN3CCOCC3)C(=O)c3cc(=O)c4ccccc4o3)nc2c1	55
Cc1nnc(-c2ccc(NC(=O)c3cccc4ccccc34)cc2)o1	69
NC(N)=NC(N)=Nc1cccc([N+](=O)[O-])c1	56
CC1CCc2c(sc(NC(=O)CN(Cc3ccccc3)Cc3ccccc3)c2C#N)C1 (stereo unspecified)	60
N#C/C(=C/c1cccs1)c1nc(-c2cccs2)cs1	-15
Cc1noc(C)c1C(=O)O/N=C1/CCSc2ccc(F)cc21	51
O=C(CCc1csc(NC(=O)c2ccc[nH]c2=O)n1)Nc1nccs1	59
CN(C)CCCN(C(=O)c1ccc(S(=O)(=O)N(C)C2CCCCC2)cc1)c1nc2ccc(Cl)cc2s1	93
COc1ccc(OC)c(N2CC(c3nc(-c4ccncc4)no3)CC2=O)c1 (stereo unspecified)	62
CC(C)c1ccc(CNC(=O)c2ccc3c(=O)nc4c(-c5cccc(F)c5)n[nH]n4c3c2)cc1	94
Cc1ccc(S(=O)(=O)c2nc(NCCCn3ccnc3)sc2Cl)cc1	69
O=C(NC(=S)Nc1ccccc1Cl)c1ccccc1	64
Cc1c(S(=O)(=O)N2CCN(C3c4ccccc4-c4ccccc43)CC2)cnn1-c1ccccc1	62&51
FC(F)(F)c1cnc(NCCNc2cnc3ccccc3n2)c(Cl)c1	57
CCOc1ccc2nc(NC(=O)c3ccnn3C)sc2c1	70
Fc1cccc(Cl)c1CSc1ccccc1C1=NCCCN1	54
COC(=O)C1=C(C)NC2=C(C(=O)CCC2)C1c1ccc(-c2ccsc2C(=O)OC)o1 (stereo unspecified)	60&55
O=C1c2ccccc2C(=O)N1Cc1nc(-c2ccc(C(F)(F)F)cc2)no1	56
O=C(O)c1cc2ccccc2cc1O	50

Laid out differently: results already given
| smiles | RMI FANCM FP |
| --- | --- |
| Fc1cccc(Cl)c1CSc1ccccc1C1=NCCCN1 | 54 |
| COC(=O)C1=C(C)NC2=C(C(=O)CCC2)C1c1ccc(-c2ccsc2C(=O)OC)o1 (stereo unspecified) | 60&55 |

Further structures.
SMILES	RMI FANCM FP
O=C(NCc1ccc(-c2cccs2)cc1)c1cnc2ccccc2n1	57
O=C(Nc1nnc(-c2ccc3c(c2)OCCO3)o1)C(c1ccccc1)c1ccccc1	59
COCCn1c(SCC(=O)Nc2ccc([N+](=O)[O-])cc2)nnc1-c1c[nH]c2ccccc12	73
COc1ccc(C)cc1S(=O)(=O)NCC(c1ccsc1)N1CCOCC1 (stereo unspecified)	69
C=CC(=O)NC(O)C(O)NC(=O)C=C (stereo unspecified)	55
O=C(NCc1ccccc1)N1CCC(c2nnc(-c3ccco3)s2)CC1	62
O=C1/C(=C/c2cccs2)SC(=S)N1c1cc(Cl)cc(Cl)c1	59
COc1ccc(-c2ccc(/C=C3\SC(=S)N(C(C(=O)O)c4ccccc4)C3=O)o2)cc1 (stereo unspecified)	102
CCn1nc(C)cc1C(=O)N(CCN1CCOCC1)c1nc2c(F)cc(F)cc2s1	64
Cc1cc(=O)oc2cc(OCC3CC(c4ccccc4)=NO3)ccc12 (stereo unspecified)	58&63
O=C(NCCCn1nc(-c2ccc(F)cc2)ccc1=O)c1cccs1	69
CS(=O)(=O)/C(C#N)=C/c1cccn1-c1ccc(C(F)(F)F)cc1	50
CCC(CCC(C)C1CCC2C3CC=C4C[C@@H](OC(C)=O)CC[C@]4(C)C3CC[C@]12C)C(C)C (stereo partly specified)	61
O=C(Nc1c(C(=O)Nc2ccc(F)c(F)c2)oc2ccccc12)c1ccccc1Br	60
CCN(CC)S(=O)(=O)c1ccc2c(c1)C(=O)c1cc(S(=O)(=O)N(CC)CC)ccc1-2	56
CC(C)C(=O)Nc1ccc(S(=O)(=O)Nc2ccc3c(c2)C(=O)NCCO3)cc1	68
S=c1[nH]nc(-c2ccncc2)o1	60&59
S=c1[nH]nc(-c2ccc(Cl)cc2)o1	66
CC(C)c1ccc(NC(=O)CSc2ncc3c(n2)CC(C)(C)CC3=O)cc1	60&67
COC(=O)C(NC(=O)NC12CC3CC(C1)CC(c1ccc(C)cc1)(C3)C2)c1ccccc1 (stereo unspecified)	55
COc1ccc(S(=O)(=O)Oc2cc(C)c(Cl)c(C)c2)cc1OC	60
CCOC(=O)C(=CNc1ccccc1N1CCOCC1)C(=O)OCC	55
Cc1ccc(C)c(CN2CCN(c3nc4c(c(=O)[nH]c(=O)n4C)n3Cc3ccc(Cl)cc3)CC2)c1	52
COc1ccc(-c2noc(C3CCN(S(=O)(=O)c4ccc(OC)cc4)CC3)n2)cc1	58

Structural class: the compounds so far with an aryl methoxy group
SMILES	RMI FANCM FP
COc1ccc(CCS(=O)(=O)Nc2ccc3c(c2)CCC(=O)N3C)cc1	65
COc1cc(CSc2nc(=O)n3cccc(C)c3n2)cc(OC)c1	69
COc1ccc(NC(=O)Cn2cnc3c([nH]c4cc(OC)c(OC)cc43)c2=O)c(OC)c1	69
COc1ccc(C(=O)Nc2ccc3c(c2)C(=O)N(C)CCO3)c(OC)c1	66
COc1ccc(-c2cc3c(SCC(=O)NCc4ccccc4OC)nccn3n2)cc1	92
COc1ccccc1Oc1ccc([N+](=O)[O-])c(Oc2ccccc2OC)c1C#N	53
COc1ccc(S(=O)(=O)N2CCCC2CNC(=O)c2c(F)cccc2F)cc1 (stereo unspecified)	55
CCCn1cc(SCC(=O)Nc2cccc(OC)c2)c2ccccc21	74
COc1ccccc1NC(=O)NCC(c1ccsc1)N1CCCCCC1 (stereo unspecified)	68
COc1ccc(Cn2c(=O)sc3ccccc32)cc1	61
COc1ccccc1N1CCN(C(=O)Cn2cnc3c([nH]c4ccc(C)cc43)c2=O)CC1	78
COc1ccc(S(=O)(=O)Nc2ccc3c(c2)CCC(=O)N3C)cc1F	66
COc1ccc(-c2cc(=O)[nH]c(SCc3nc(-c4cccc(OC)c4OC)oc3C)n2)cc1	63
COc1ccc2sc(N(CCN3CCOCC3)C(=O)c3cc(=O)c4ccccc4o3)nc2c1	55
COc1ccc(OC)c(N2CC(c3nc(-c4ccncc4)no3)CC2=O)c1 (stereo unspecified)	62
COc1ccc(C)cc1S(=O)(=O)NCC(c1ccsc1)N1CCOCC1 (stereo unspecified)	69
COc1ccc(-c2ccc(/C=C3\SC(=S)N(C(C(=O)O)c4ccccc4)C3=O)o2)cc1 (stereo unspecified)	102
COc1ccc(S(=O)(=O)Oc2cc(C)c(Cl)c(C)c2)cc1OC	60
COc1ccc(-c2noc(C3CCN(S(=O)(=O)c4ccc(OC)cc4)CC3)n2)cc1	58
